Rev-erbA mod: Rev-erb alpha (human) modulation | Rev-erbα–FITC-DNA binding, fluorescence polarization, 90 min | P20393 | activity, % at 10 µM | 0.79% of 370,000 active | AID 1259318;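 active = activity above about 14%, limit read from the data; passing the limit was not always enough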;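 also: 0% = DMSO wells with 35 nM protein and 100% = DMSO wells with 750 nM protein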
UHRF1 MBD2 ctr: blocks human UHRF1 binding to methylated DNA | 0.75% of 370,000 active | Q96T88 | inhibition, % at 4.4 µM | AID 687016 | UHRF1 binding to methylated oligo, TR-FRET; in the data active = inhibition above about 21%;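 also: UHRF1 SRA domain binding a hemimethylated CpG hairpin DNA probe; 0% = median of test compound wells and 100% = reference inhibitor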
sPLA2-III inh: Inhibits HGIII-sPLA2 liposome hydrolysis, primary screen; Q9NZ20; QFRET BODIPY PC-A2 liposome hydrolysis, fluorescence; inhibition, % at 12.2 µM; 0.56% of 370,000 active;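 active = inhibition above mean plus 3 SD of compounds lying within the high and low control bounds, cut at about 19% in these data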;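 also: 0% = median of test compound wells and 100% = no enzyme DMSO wells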
PLC-beta3 inh: inhibitors of human phospholipase C beta3; Q01970; inhibition, % at 12.2 µM; AID 720704; 0.18% of 370,000 active; Purified PLC-beta3, fluorogenic substrate, fluorescence; in the data active = inhibition above about 11%;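 also: 0% = median of compound wells on plate and 100% = full blocker control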
ARFGAP1 inh: rat ARFGAP1 inhibition; Arfgap1-stimulated ARF1 GTP hydrolysis, GDP FP detection; 0.26% of 360,000 active; Q62848; inhibition, % at 16.5 µM;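 active = inhibition above a per-plate limit, mean inhibition of low control wells plus 3 SD, cut at about 25% in these data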;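 also: 0% = DMSO wells with enzyme and 100% = wells lacking Arfgap1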
Target sequence (Q62848 1-136 limits assumed): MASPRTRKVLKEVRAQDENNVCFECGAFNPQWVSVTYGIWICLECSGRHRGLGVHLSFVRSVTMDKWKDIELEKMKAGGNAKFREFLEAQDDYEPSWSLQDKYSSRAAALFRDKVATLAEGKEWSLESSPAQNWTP
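Assay system: purified rat His6-Arfgap1 residues 1-136 (GAP domain); Reagent: human Δ17 ARF1 bound to GTP; Dosing: 16.5 µM single point, 1.26% DMSO; Times: GTP hydrolysis reaction 2 h at 25 °C; Signal: FP, GDP Alexa 633 tracer displaced from anti-GDP antibody, 620/688 nm; Measure: % inhibition from polarization.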
PLCg1 inh: blocks human PLC-gamma1 enzyme activity; P19174; purified PLC-gamma1, fluorogenic substrate, fluorescence; inhibition, % at 12.2 µM; 0.84% of 370,000 active; AID 720700; in the data active = inhibition above about 9.5%
ASAP1 inh: blocks human ASAP1-stimulated Arf1 GTP hydrolysis. Q9ULH1. GDP FP detection. inhibition, % at 16.5 µM. 0.19% of 360,000 active. AID 624377; in the data active = inhibition above about 25%;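 also: 0% = vehicle with enzyme and substrate and 100% = no enzyme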
DDE Tn7 FP inh: DD(E)-Tn7 binding inhibition, primary FP screen; P02675; AID 720508; inhibition, % at 8.3 µM; 0.13% of 370,000 active; FP displacement of FITC-Tn7 peptide from fibrin DD(E); 0% = median of compound wells per plate;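 active = inhibition above the mean of compounds falling within the control limits plus 3 SD of them, cut at about 14% in these data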;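 also: 0% = plate median of compound wells and 100% = 10 µM Aha-Tn7 peptide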
Target sequence (P02675 whole entry, looked up): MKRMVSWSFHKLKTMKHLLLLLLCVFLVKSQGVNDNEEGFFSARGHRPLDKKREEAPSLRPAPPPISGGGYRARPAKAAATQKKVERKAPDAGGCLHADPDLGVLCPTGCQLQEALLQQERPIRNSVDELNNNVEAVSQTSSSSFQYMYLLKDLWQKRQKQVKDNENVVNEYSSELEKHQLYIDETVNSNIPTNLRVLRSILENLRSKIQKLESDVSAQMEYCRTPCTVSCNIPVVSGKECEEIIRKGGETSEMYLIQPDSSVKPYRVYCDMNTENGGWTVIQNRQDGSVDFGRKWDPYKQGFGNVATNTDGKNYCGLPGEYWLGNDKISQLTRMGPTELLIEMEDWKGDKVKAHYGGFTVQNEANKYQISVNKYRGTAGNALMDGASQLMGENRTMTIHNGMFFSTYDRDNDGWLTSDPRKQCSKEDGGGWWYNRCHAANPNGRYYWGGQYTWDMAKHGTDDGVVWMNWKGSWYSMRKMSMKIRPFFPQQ
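system = human fibrin DD(E) protein | quantity = DD(E) 2 µM final | medium = Tris/NaCl/CaCl2 buffer, pH 7.8 | also added = labelled Tn7 tracer, 0.1 µM | compound dosing = single point at 8.3 µM | timing = compound with protein 10 min, then 3 h after probe, room temperature | signal = FP measurement | benchmarks = Aha-Tn7 high control | repeats = one replicate per compound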
KLK7 zymogen act: activators of human kallikrein-7 zymogen; AID 652039; activation, % at 7 µM; 0.9% of 370,000 active; P49862; purified proKLK7, EDANS-DABCYL substrate fluorescence; 100% is mature enzyme control, 0% vehicle;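 active = activation above the mean of all tested compounds plus 3 SD, computed per campaign excluding outliers beyond control limits, cut at about 13% in these data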
Target sequence (P49862 whole entry, looked up): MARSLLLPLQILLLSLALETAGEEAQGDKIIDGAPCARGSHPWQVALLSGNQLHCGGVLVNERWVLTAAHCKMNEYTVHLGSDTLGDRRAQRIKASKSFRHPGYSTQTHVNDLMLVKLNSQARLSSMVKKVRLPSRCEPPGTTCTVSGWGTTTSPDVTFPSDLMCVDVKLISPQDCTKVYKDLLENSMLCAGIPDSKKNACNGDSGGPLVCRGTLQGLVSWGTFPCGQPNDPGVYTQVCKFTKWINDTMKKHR
Tn6 DDE FP: inhibitors of Tn6 peptide binding to human fibrin DD(E) | Fibrin DD(E) TRITC-Tn6 fluorescence polarization displacement | 0.21% of 370,000 active | P02675 | inhibition, % at 8.3 µM;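 active = inhibition above a per-campaign cutoff: mean of compounds within control limits plus 3 SD, cut at about 15% in these data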;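 also: 0% = median of all compound wells on the plate and 100% = blocking peptide control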
* = called active by the depositor; x = no result given.

SMILES	Rev-erbA mod	UHRF1 MBD2 ctr	sPLA2-III inh	PLC-beta3 inh	ARFGAP1 inh	PLCg1 inh	ASAP1 inh	DDE Tn7 FP inh	KLK7 zymogen act	Tn6 DDE FP
CC(C)Oc1cccc(C(=O)C2CCCN(C(=O)CCc3cnn(C)c3)C2)c1 (stereo not given)	-4	-1	-7	-7	-2	0	-3	-13	0.5	-5
Cc1cc(C(=O)COC(=O)c2ccc(NC(=O)CC#N)cc2)c(C)n1CCc1ccc(F)cc1	2	1	-37	-22	-3	-3	-1	2	0.0	-1
CS(=O)(=O)NCCCNc1ccc(C(F)(F)F)cc1[N+](=O)[O-]	10	-2	6	-7	-3	2	5	-6	0.4	-9
COc1cccc(/C=N/N2CCN(c3ccccc3OC)CC2)c1	-3	-2	1	2	-17	3	-3	1	0.5	7
COC(=O)c1ccc(CSc2nc3ccccc3c(=O)n2-c2ccccc2)o1	10	0	-3	2	0	4	-2	3	0.4	-4
c1coc(-c2nn3c(Cn4nnc5ccccc54)nnc3s2)c1	2	-4	3	-2	1	-1	1	-4	-0.1	3
COc1ccccc1/C=C/C(=O)NC(=S)Nc1ccccn1	6	-1	-3	-23	-2	-13	6	-1	-6.0	-3
O=C(NC1=NCCS1)C1CCCCC1	2	-2	-7	-7	-6	-1	0	1	-0.1	4
C=C1CCN([C@@H](C)C(=O)OCc2ccc(C)cc2)S(=O)(=O)c2ccccc21	2	-1	-4	3	-9	4	3	-4	0.3	-10
Cc1cccc(C2c3[nH]c4ccccc4c3CCN2C(=O)CN2CCOC2=O)n1 (stereo not given)	-7	-1	-3	0	-7	1	-20	3	0.2	-1
COc1ccc(CNCCS(=O)(=O)NCc2ccccc2)cc1	5	4	14	2	3	-2	17	6	0.2	-2
CC1CC(=O)Nc2ccccc2N1C(=O)COc1cc(Cl)ccc1Cl (stereo not given)	1	3	11	1	2	5	-8	1	-0.1	-3

Among those listed so far, these have four or more nitrogen atoms.
SMILES	Rev-erbA mod	UHRF1 MBD2 ctr	sPLA2-III inh	PLC-beta3 inh	ARFGAP1 inh	PLCg1 inh	ASAP1 inh	DDE Tn7 FP inh	KLK7 zymogen act	Tn6 DDE FP
c1coc(-c2nn3c(Cn4nnc5ccccc54)nnc3s2)c1	2	-4	3	-2	1	-1	1	-4	-0.1	3
Cc1cccc(C2c3[nH]c4ccccc4c3CCN2C(=O)CN2CCOC2=O)n1 (stereo not given)	-7	-1	-3	0	-7	1	-20	3	0.2	-1

(next part)
SMILES	Rev-erbA mod	UHRF1 MBD2 ctr	sPLA2-III inh	PLC-beta3 inh	ARFGAP1 inh	PLCg1 inh	ASAP1 inh	DDE Tn7 FP inh	KLK7 zymogen act	Tn6 DDE FP
Cc1cccc(OCC(=O)OCC(=O)N2CCCc3ccccc32)c1C	2	0	0	-4	18	11*	-5	4	0.4	-1
CC(NC(=O)CNC(=S)N(Cc1cccs1)C1CCCC1)c1ccccc1 (stereo not given)	1	3	-16	0	3	5	11	-6	-1.0	-1
COC(=O)c1sccc1NC(=O)CSc1ccccc1NS(=O)(=O)c1ccc(F)cc1	1	-3	-48	-6	3	2	2	-8	0.4	-3
Cc1ccccc1CC(=O)Nc1ccc2c(c1)c(=O)n(C)n2-c1ccccc1F	4	-1	-3	-381	5	-319	4	0	7.8	-2
CC(=O)NCCc1cc2cc(C)c(C)cc2[nH]c1=O	-2	2	-2	0	14	-5	4	-4	0.2	-2
Cc1ccc(C)c(NC(=O)C2(C)CCCN2C(=O)C(C)C)c1 (stereo not given)	-4	-1	0	4	10	0	-12	-3	0.0	-1
Cc1ccc(NC=C(S(=O)(=O)c2ccccc2)S(=O)(=O)c2ccccc2)c(C)c1	2	2	4	3	-6	13*	0	-3	-0.3	-1
Cc1cc(C)c(NC(=O)CN(C)S(=O)(=O)c2ccc3c(c2)n(C)c(=O)c(=O)n3C)c(C)c1	-8	-3	-4	-13	2	-2	-5	-2	0.1	-5
COc1ccc(C2N(Cc3ccccc3)CCN2Cc2ccccc2)cc1[N+](=O)[O-]	4	-3	12	8	1	3	-1	-5	-0.2	-1
Cc1ccc(C(C)C)c(OCC(=O)Nc2cccc(S(=O)(=O)NC3=NCCCCC3)c2)c1	8	-3	-22	-7	-4	3	0	0	0.7	-5
Cc1ccc(S(=O)(=O)Oc2ccc(/C=C3/C(=N)N4C(=NC3=O)SN=C4S(C)(=O)=O)cc2)cc1	0	-2	-1	-25	-1	-12	-3	9	0.3	9
Cn1c(N)c(Sc2ccc(F)cc2)c(=O)n(C)c1=O	-2	7	5	1	2	0	0	-6	-0.3	-1
Cn1c(SCc2ccc([N+](=O)[O-])cc2)nnc1-c1cccnc1	-2	-4	2	1	-16	-1	-11	-1	1.1	0
Cc1ccc(S(=O)(=O)/N=C(/c2ccccc2)N(C)C)c(C)c1	1	-1	5	-9	-3	0	3	2	-0.1	-2
CCOc1ccc2[nH]cc(S(=O)(=O)c3ccc(C)cc3)c(=O)c2c1	5	-1	-4	-1	6	5	3	-1	-0.2	0
Cc1ccc2cc(S(=O)(=O)NCCCN3CCOCC3)ccc2c1	0	0	-2	2	5	1	-5	5	0.1	-2
O=C(NC1CCCc2ccccc21)C1CCCN(S(=O)(=O)c2cnc[nH]2)C1 (stereo not given)	-7	0	-12	4	-12	3	-1	1	-0.2	-3
CCN(CC)S(=O)(=O)c1ccc2c(c1)N(CC(=O)N1CCC(C(N)=O)CC1)C(=O)CO2	8	3	6	-11	8	3	3	-1	-0.1	-10
CCC(C)NC(=O)C1CCCN1S(=O)(=O)c1ccc(Cl)cc1 (stereo not given)	5	3	19	-1	-1	2	-2	-5	0.0	5
CC(=O)CC[C@@H]1CC[C@]2(CCCN(S(=O)(=O)C3CCCCC3)C2)O1	-2	-2	5	2	x	-1	x	1	0.3	4
Fc1ccc(-c2nnc3sc(C4COc5ccccc5O4)nn23)cc1 (stereo not given)	-2	-4	-3	4	6	3	0	7	0.4	-7
O=C(Nc1ccccc1[N+](=O)[O-])OCC=Cc1ccccc1	15	3	11	-1	3	5	5	-3	0.4	-10
Cc1ccc(-n2c(NN)nc3ccccc3c2=O)c(C)c1	2	1	0	1	4	-2	-1	5	-0.6	-7
CN(CCc1ccccc1)C1CCCN(C(=O)Cn2cccn2)C1 (stereo not given)	1	1	2	-6	5	-1	-11	7	-0.1	17*
CCc1nc2ccccc2n1CC(=O)Nc1cc(C)on1	-3	5	1	-4	-2	4	-8	-9	0.0	0
Cc1nc2ccc(NC(=O)c3cccc(C(F)(F)F)c3)cc2o1	-8	12	-6	2	9	-3	9	-5	0.2	0
CCn1nc(C(=O)NNC(=O)C(Cc2ccccc2)NC(N)=O)c2ccccc2c1=O (stereo not given)	4	-1	1	2	-19	-2	2	-1	-0.5	7
COc1ccc(N2CC(C(=O)Nc3nc(-c4ccccc4)c(C(C)=O)s3)CC2=O)c(OC)c1 (stereo not given)	-4	3	2	-4	3	3	11	1	0.5	-5
S=C(NCc1ccccc1)N1CCc2ccccc2C1	0	-2	1	-4	1	-2	8	8	-0.2	-4
Cc1ccc2oc(C(Cl)(Cl)Cl)cc(=O)c2c1	-4	0	-5	-3	5	0	-9	-6	0.8	1
CC(OC(=O)Cc1c[nH]c2ccccc12)C(=O)c1ccccc1 (stereo not given)	4	0	-88	-11	5	0	9	3	0.2	3
OC/C(Br)=C(\Br)CO	2	-1	-1	-1	-9	-1	4	-1	-0.4	-2
CCCC(c1nnnn1Cc1ccc(F)cc1)N1CCN(C)CC1 (stereo not given)	-2	4	1	8	1	2	2	-5	-0.3	-1
Cc1cccc(Cn2nc(C)cc2NC(=O)CCCn2ccc([N+](=O)[O-])n2)c1	1	0	-1	-3	0	-3	-13	3	0.5	-4
Cc1c(N2C(=O)c3ccccc3C2(O)c2ccccc2)c(=O)n(-c2ccccc2)n1C (stereo not given)	-4	-2	1	1	-2	1	1	-4	0.2	0
CCN(CC)C(=O)Cn1c(=O)n(CCCC(=O)NCc2ccc3c(c2)OCO3)c(=O)c2sccc21	4	2	12	-9	11	-1	-9	7	-0.1	-2
O=C(CCNS(=O)(=O)c1ccc(OC(F)(F)F)cc1)Nc1cccc(S(=O)(=O)N2CCCC2)c1	1	1	-50	3	6	2	0	7	-0.8	7
O=C(CN1CCOc2ccccc21)NC1CCCCCCC1	2	-3	-4	-3	0	-2	-1	2	0.1	-9
O=C(NCc1cccc(Cl)c1)C1CCC(=O)N(CCCN2CCCC2=O)C1 (stereo not given)	-1	-2	4	-6	-2	-2	9	-3	-0.1	8
CN(C)S(=O)(=O)c1ccc(C(=O)Nc2nnc(Cc3ccccc3)s2)cc1	3	2	5	11*	-2	9	8	-1	-0.4	-2
O=C(COC(=O)c1cccnc1Cl)NC1CCCCC1	3	2	0	-4	1	3	-12	-12	0.7	-1
COc1ccccc1NS(=O)(=O)c1cccc(C(=O)NCC(c2ccco2)N2CCCCC2)c1 (stereo not given)	3	-3	-15	3	11	2	6	3	-0.2	-2
C#CCOC(=O)c1ccc(-n2cncn2)nc1	-2	2	3	3	18	5	7	-5	0.5	4
O=C(Nc1ccc(Cl)c(S(=O)(=O)N2CCOCC2)c1)c1cccs1	-6	0	-8	-1	6	-1	-1	7	0.5	6
Cc1cccc(NNC(=S)Nc2ccccc2)c1	0	-1	15	-2	-6	3	11	2	-0.6	3
CC1CCc2c(sc(NC(=O)c3ccc(-c4ccccc4[N+](=O)[O-])o3)c2C#N)C1 (stereo not given)	-3	-7	1	-9	-6	-8	-7	-6	-0.3	5
COc1ccc(N2CC(C(=O)Nc3nnc(C4CCCCC4)s3)CC2=O)cc1 (stereo not given)	5	5	11	1	-6	3	8	2	0.2	2
O=S(=O)(N/N=C1/CC(c2ccccc2)Oc2ccccc21)c1ccc(Br)cc1 (stereo not given)	6	0	-3	-5	24	-3	-3	-3	-0.4	3
CCc1ccc(NC(=O)c2cnc(SC)nc2C)cc1	-5	-2	-2	2	-6	4	-2	2	-0.4	2
O=C(CCN1C(=O)/C(=C/c2ccc(Cl)cc2)SC1=S)NCCCn1ccnc1	2	-8	-18	-20	1	-7	7	1	0.2	8
CCOC(=O)N1CCN(S(=O)(=O)c2ccc(C(=O)Nc3nc4ccc(F)cc4s3)cc2)CC1	x	0	-9	1	-3	0	4	-9	0.0	0
CNC(=O)OCc1cocc1COC(=O)NC	-4	-1	9	6	-18	5	0	0	42*	-3

Assay outcomes from PubChem BioAssay.
